eLon inh = inhibitors of E. coli Lon protease, primary screen, biochemical, fluorescence polarization. P0A9M0. purified E. coli Lon protease. inhibition, % at 7.94 µM. 0.42% of 360,000 active; in the data active = inhibition above about 13%, passing the limit was not always enough;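 also: 0% = enzyme with probe and DMSO and 100% = no enzyme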
MsrA act = bovine MsrA enzyme activators, primary screen, biochemical, absorbance, HTS. 0.3% of 360,000 active. activation, % at 10.6 µM. AID 602163, 2012. purified bovine MsrA, absorbance read-out; in the data active = activation above about 7.5%;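 also: 0% = vehicle and 100% = reference activator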
MsrA inhibitor = bovine MsrA enzyme inhibitors, primary screen, biochemical, absorbance, HTS; Methionine sulfoxide reductase A (Bos taurus); purified bovine MsrA, absorbance read-out; inhibition, % at 15.5 µM; 0.75% of 360,000 active; in the data active = inhibition above about 4.5%;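 also: 0% = vehicle wells with enzyme and 100% = reference inhibitor wells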
Tb MetRS inh = T. brucei MetRS inhibitors, primary screen, biochemical, luminescence; methionyl-tRNA synthetase (Trypanosoma brucei brucei); purified T. brucei MetRS, ATP depletion, Kinase-Glo luminescence; inhibition, % at 11.9 µM; 0.4% of 360,000 active; AID 624268, 2012;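 active = inhibition above a per-plate cutoff of the control wells' mean inhibition plus 3 SD, cut at about 5.5% in these data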;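 also: 0% = DMSO wells median and 100% = median of wells with control inhibitor compound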
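Dosing: 11.9 µM single point; system: parasite MetRS enzyme; technique: luminescence of leftover ATP; times: 15 min enzyme-compound preincubation, 2 h reaction, 10 min detection, 25 °C; replicates: each compound tested once; read-out basis: percent inhibition relative to median high and low control wells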
DNMT1 block = human DNMT1 methyltransferase inhibitors, primary screen, biochemical, molecular beacon, fluorescence, HinP1I cleavage, uHTS; inhibition (reported as % activation of signal), % at 10 µM; DNA (cytosine-5)-methyltransferase 1 (Homo sapiens), P26358; 0.83% of 360,000 active; AID 588458, 2011; in the data active = inhibition above about 50%
STEP block = STEP phosphatase inhibitors, primary screen, biochemical, fluorescence intensity, uHTS | Tyrosine-protein phosphatase non-receptor type 5 (Homo sapiens), P54829 | recombinant STEP, OMFP fluorogenic substrate | inhibition, % at 20 µM | 0.25% of 360,000 active | AID 588621, 2011;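 active = inhibition at 20 µM, scaled per plate between control wells, above about 37%, limit read from the data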;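 also: 0% = DMSO with enzyme and substrate and 100% = substrate only without enzyme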
Target sequence (P54829 whole entry, looked up): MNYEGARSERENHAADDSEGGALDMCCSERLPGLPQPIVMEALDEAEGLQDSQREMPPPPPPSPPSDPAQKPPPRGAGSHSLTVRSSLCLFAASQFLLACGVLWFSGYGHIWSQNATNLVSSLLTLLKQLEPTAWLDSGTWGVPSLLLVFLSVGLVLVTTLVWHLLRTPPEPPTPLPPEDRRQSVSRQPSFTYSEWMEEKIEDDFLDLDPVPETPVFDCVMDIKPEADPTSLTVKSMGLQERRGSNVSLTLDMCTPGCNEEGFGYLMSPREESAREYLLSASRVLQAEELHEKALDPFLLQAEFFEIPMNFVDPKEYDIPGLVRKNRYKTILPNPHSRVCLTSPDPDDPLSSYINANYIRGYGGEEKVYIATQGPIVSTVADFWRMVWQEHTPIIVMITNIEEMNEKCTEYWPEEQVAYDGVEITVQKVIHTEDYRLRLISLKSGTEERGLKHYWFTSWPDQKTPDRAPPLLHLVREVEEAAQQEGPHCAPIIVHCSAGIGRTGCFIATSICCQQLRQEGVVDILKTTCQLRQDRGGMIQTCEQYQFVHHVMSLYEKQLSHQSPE
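Also added – OMFP at 25 µM · Test system – STEP tyrosine phosphatase · Technique – FITC-channel fluorescence of OMFP product · Schedule – 20 min at room temperature, dark · Evaluation – control-normalized % inhibition with plate pattern correction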
Scp1 inh = Scp-1 phosphatase inhibitors, primary screen, biochemical, colorimetric, uHTS; Recombinant Scp1, phosphopeptide, malachite green phosphate absorbance; inhibition, % at 20 µM; Carboxy-terminal domain RNA polymerase II polypeptide A small phosphatase 1 (Homo …; 0.88% of 340,000 active;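 active = inhibition above about 50% at 20 µM, limit read from the data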;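 also: plate controls were DMSO wells with enzyme for no effect and wells lacking enzyme for full effect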
Target sequence (Q9GZU7 76-261 limits assumed): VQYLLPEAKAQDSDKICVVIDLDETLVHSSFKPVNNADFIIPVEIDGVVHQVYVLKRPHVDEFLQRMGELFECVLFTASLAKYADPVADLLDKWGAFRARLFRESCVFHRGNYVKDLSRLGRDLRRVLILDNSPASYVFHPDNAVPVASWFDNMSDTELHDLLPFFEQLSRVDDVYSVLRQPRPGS
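Incubation: 45 min enzyme reaction at room temperature / System: truncated SCP-1 phosphatase (76-261aa) / Reagent: Phospho 17-mer peptide substrate / Buffer or medium: Acidic Tris acetate buffer with magnesium and detergent / Signal: absorbance at 630 nm / Doses: one concentration, 20 µM, with 1.0% DMSO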
SUMO1-SIM PPI = modulators of SUMO1 protein-protein interactions, primary screen, biochemical, uHTS; SUMO1 binding to a labelled peptide, TR-FRET, 1 h; inhibition, % at 20 µM; 0.33% of 360,000 active; AID 602429, 2012; in the data active = inhibition above about 37%
Target sequence (P63165 whole entry, looked up): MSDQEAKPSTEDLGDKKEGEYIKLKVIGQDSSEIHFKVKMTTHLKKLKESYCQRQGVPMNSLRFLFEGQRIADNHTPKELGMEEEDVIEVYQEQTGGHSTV
CendR NRP1 mod = modulators of CendR peptide binding to NRP-1, primary screen, biochemical, fluorescence polarization, uHTS | Neuropilin-1 (Homo sapiens), O14786 | FAM-RPARPAR peptide binding to NRP-1 | inhibition, % at 25 µM | 0.85% of 360,000 active;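 active = inhibition or corrected inhibition above about 18%, plus a signal ratio from 0.5 to 1.5, limit read from the data, passing the limit was not always enough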; also: strong numbers were not always called active
LMPTP inh = LMPTP phosphatase inhibitors, primary screen, biochemical, fluorescence intensity, uHTS; AID 651560, 2012; inhibition, % at 20 µM; 0.22% of 360,000 active; Low molecular weight phosphotyrosine protein phosphatase (Homo sapiens), P24666; recombinant LMPTP-A, OMFP fluorogenic substrate;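 active = compounds that cut the enzyme signal by at least half of the control window in the single-dose screen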;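 also: plate controls were DMSO wells with enzyme plus substrate for no effect and substrate without enzyme for full effect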
Target sequence (P24666 whole entry, looked up): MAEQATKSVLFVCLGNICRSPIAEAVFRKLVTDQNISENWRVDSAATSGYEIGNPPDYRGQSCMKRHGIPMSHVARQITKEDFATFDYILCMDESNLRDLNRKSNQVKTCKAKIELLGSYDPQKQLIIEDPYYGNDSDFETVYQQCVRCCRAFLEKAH
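Assay system: LMPTP-A enzyme. Input: 0.625 nM LMPTP-A final. Probe or stimulus: 400 µM OMFP. Compound dosing: single 20 µM dose. Schedule: 50 min dark incubation at room temperature. Detection: fluorescence intensity of OMFP turnover product. Read-out: percent inhibition versus substrate-only and uninhibited controls. Benchmarks: no-enzyme low control, uninhibited high control.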
Starred values were filed as active, the others as inactive; nt = not tested or not shown.

SMILES | eLon inh | MsrA act | MsrA inhibitor | Tb MetRS inh | DNMT1 block | STEP block | Scp1 inh | SUMO1-SIM PPI | CendR NRP1 mod | LMPTP inh
Cc1ccc([N+](=O)[O-])cc1NC(=O)CN(C)CCOc1ccccc1 | -3.2 | -2.6 | -0.8 | -0.7 | -1.1 | -0.6 | -12.8 | -16.7 | 2.0 | -1.8
O=C(Cc1ccccc1)N1CCc2ccccc21 | -4.8 | -6.8 | -1.1 | -1.0 | -0.7 | -6.5 | 4.2 | 2.2 | 4.4 | 0.8
Oc1c(Br)cc(/C=N/n2c(-c3ccccc3)n[nH]c2=S)c(O)c1Br | -6.3 | -8.0 | nt | -0.2 | 7.5 | 1.7 | 78.7* | 14.7 | -70.2 | 1.2
Cc1ccc(N(CC(=O)NC(C)(C)C)C(=O)CCC(=O)Nc2ccccn2)c(C)c1 | -5.5 | 0.1 | -0.9 | -0.1 | 9.6 | 0.9 | nt | 3.7 | -2.3 | -0.8
Cc1cccn2c(=O)c(/C=N/O)c(N3CCOCC3)nc12 | -3.3 | -3.9 | 0.3 | 0.1 | -1.9 | -0.2 | -4.5 | -7.3 | 10.2 | 1.0
CC1CC(C)CN(C(=O)CSc2nc(N)cc(=O)[nH]2)C1 (stereo not drawn) | -8.5 | -3.8 | 0.0 | -0.7 | 3.4 | -0.9 | -5.7 | 2.6 | 7.8 | -0.4
O=C(NCCC1CCCCN1S(=O)(=O)c1ccc(F)cc1)C(=O)NCc1ccncc1 (stereo not drawn) | 3.5 | -2.8 | -0.8 | -0.7 | 0.3 | 1.4 | -2.3 | 4.0 | -1.8 | -0.6
CC1(C)OC(C(N)=O)C(C(N)=O)O1 (stereo not drawn) | 5.0 | -2.8 | 0.1 | -1.3 | -1.2 | 3.2 | -9.5 | 6.4 | 8.1 | -2.0
C[C@]12c3[nH]c4ccccc4c3CCN1C(=O)C(CC(=O)NCc1cccc(C(F)(F)F)c1)C[C@@H]2C(=O)N1CCCCC1 (stereo partly drawn) | -2.6 | -2.8 | -0.8 | 0.4 | -12.0 | 1.1 | -4.2 | 1.8 | 7.8 | 0.4
COc1cc(C2Nc3cc(C)c(C)cc3NC3=C2C(=O)CC(C)(C)C3)ccc1OC(C)=O (stereo not drawn) | -11.3 | -3.8 | 3.9 | -0.5 | 0.2 | -1.7 | -1.2 | -6.7 | 10.0 | 0.5
CCN(CC)c1ccc2cc(C#N)c(=O)oc2c1 | -29.6 | -3.2 | 0.9 | -0.3 | 10.0 | 1.0 | -8.4 | -4.2 | 24.9* | -2.1
COc1cccc(C(=O)NCc2ccccc2OC)c1 | -9.8 | -1.2 | 0.1 | -0.1 | -0.7 | -0.5 | -8.0 | 4.5 | 0.0 | 0.8
CCCc1[nH]n(-c2ccc([N+](=O)[O-])cc2)c(=O)c1C(C)=NCc1ccncc1 | -7.3 | -2.7 | 1.3 | 0.6 | -19.7 | -0.4 | -9.0 | -26.9 | 9.4 | 1.0
O=C(CN1C(=O)NC2(CCc3ccccc32)C1=O)c1ccc(F)cc1 (stereo not drawn) | -0.9 | -1.4 | -1.1 | -0.3 | 0.7 | -1.6 | 2.2 | 0.3 | 9.6 | -0.6
c1ccc(COc2ncnc3c2ncn3CCCNC2CCN(Cc3ccccc3)CC2)cc1 | -2.8 | -8.0 | 0.8 | -1.2 | 1.5 | 0.2 | nt | -5.5 | -6.6 | -2.2
FC(F)Oc1ccc(NC(=S)NCCc2ccccn2)cc1 | -2.2 | -2.7 | -0.7 | 0.4 | 3.9 | -1.7 | -7.0 | -0.6 | -3.7 | -1.6
COc1ccc(Cl)cc1S(=O)(=O)NC1CC(C)(C)NC(C)(C)C1 | 7.8 | -3.3 | 2.9 | -0.2 | -4.2 | 1.2 | -5.2 | -1.9 | -1.0 | -0.8
C/C(=N\NC(=S)NC(C)C)c1cccc([N+](=O)[O-])c1 | 0.5 | 0.5 | -0.3 | 0.3 | -2.4 | 0.4 | -7.9 | -13.4 | -9.3 | -0.6
CCCCOc1ccc(C(=O)N2CCN(c3ccc(N4CCOCC4)nn3)CC2)cc1 | -8.5 | -1.0 | -0.7 | -0.2 | 0.8 | 0.1 | -2.8 | -6.8 | 1.5 | 0.0
CC(C)OC(=O)/C(=C\c1ccccc1)NC(=O)c1ccccc1 | -0.9 | -4.4 | 1.0 | -1.0 | -1.8 | 1.7 | -8.3 | -3.5 | 5.8 | -1.0
CSc1cccc(N2CC(C(=O)Nc3cccc(S(=O)(=O)N4CCCC4)c3)CC2=O)c1 (stereo not drawn) | -8.4 | -2.1 | -0.8 | 0.2 | 0.1 | -2.8 | 73.6* | -1.2 | -0.7 | 1.0
CC(Sc1ccc(S(=O)(=O)N2CCN(C)CC2)cn1)C(=O)NC1(C#N)CCCCC1 (stereo not drawn) | 9.9 | -0.1 | -1.9 | -0.3 | 0.1 | 0.7 | -7.6 | 0.9 | 11.3 | -1.3
Cc1ccc(-c2nn(-c3ccccc3)cc2C(=O)Nc2ccc(C)c(S(=O)(=O)N3CCOCC3)c2)cc1 | 12.1 | -2.2 | 0.2 | -0.2 | -7.8 | 0.7 | -18.6 | -1.5 | -13.0 | 2.8
CC(=O)N1CCN(S(=O)(=O)c2ccc(C)cc2)C1C (stereo not drawn) | -2.2 | -1.3 | -0.6 | -0.1 | 1.0 | -1.8 | -4.2 | 2.1 | 7.5 | -0.4
CC(=O)Nc1ccc(NC(=O)C2CCCN2C(=O)NCc2ccccc2)cc1 (stereo not drawn) | -9.2 | -4.0 | -0.1 | 0.2 | 87.5* | 4.3 | -7.4 | 1.3 | -8.6 | -1.2

The closing four records of the part before come first, to join the parts.
SMILES | eLon inh | MsrA act | MsrA inhibitor | Tb MetRS inh | DNMT1 block | STEP block | Scp1 inh | SUMO1-SIM PPI | CendR NRP1 mod | LMPTP inh
CC(Sc1ccc(S(=O)(=O)N2CCN(C)CC2)cn1)C(=O)NC1(C#N)CCCCC1 (stereo not drawn) | 9.9 | -0.1 | -1.9 | -0.3 | 0.1 | 0.7 | -7.6 | 0.9 | 11.3 | -1.3
Cc1ccc(-c2nn(-c3ccccc3)cc2C(=O)Nc2ccc(C)c(S(=O)(=O)N3CCOCC3)c2)cc1 | 12.1 | -2.2 | 0.2 | -0.2 | -7.8 | 0.7 | -18.6 | -1.5 | -13.0 | 2.8
CC(=O)N1CCN(S(=O)(=O)c2ccc(C)cc2)C1C (stereo not drawn) | -2.2 | -1.3 | -0.6 | -0.1 | 1.0 | -1.8 | -4.2 | 2.1 | 7.5 | -0.4
CC(=O)Nc1ccc(NC(=O)C2CCCN2C(=O)NCc2ccccc2)cc1 (stereo not drawn) | -9.2 | -4.0 | -0.1 | 0.2 | 87.5* | 4.3 | -7.4 | 1.3 | -8.6 | -1.2
CCCCC1(O)CC(C(F)(F)F)=NN1C(=O)COc1ccccc1 (stereo not drawn) | 1.8 | -5.0 | -0.2 | -0.3 | 1.6 | 6.8 | 0.4 | 2.9 | -2.0 | -0.4
COc1ccc(-n2c(CNC(=O)c3ccc(S(=O)(=O)N4CCCC4)cc3)n[nH]c2=S)cc1 | 0.4 | -4.5 | 0.2 | 1.1 | 1.2 | 2.5 | -6.2 | -1.1 | -5.5 | -1.3
COc1ccc(Cn2ccnc2SCC(=O)Nc2ccc(F)cc2F)cc1 | -3.3 | 2.6 | -0.2 | -0.2 | 3.3 | -0.8 | nt | 3.4 | 12.4 | -1.1
CCCN(CC(=O)Nc1ccccc1OC)C(=O)c1cc(-c2ccccc2)nn1-c1ccccc1 | -3.1 | -0.2 | 0.1 | -0.1 | -1.1 | 1.7 | -5.7 | -1.4 | 1.6 | 7.9
COc1ccc(-c2nc3c(c(SCC(=O)Nc4cccc(O)c4)n2)Cc2c(CO)cnc(C)c2O3)cc1 | 6.3 | -8.5 | 0.9 | 0.6 | -12.8 | 5.5 | 9.1 | 20.0 | -44.5 | 20.9
CN(C)c1ccc(NC(=O)CSc2n[nH]c(-c3ccco3)n2)cc1 | 0.9 | -3.8 | -1.0 | 1.1 | -3.2 | 2.0 | -7.4 | -5.5 | -1.5 | -0.4
CCCCN(C(=O)c1cccc(S(=O)(=O)N(CC)c2ccccc2)c1)c1c(N)n(CC(C)C)c(=O)[nH]c1=O | -0.5 | -1.3 | -0.6 | -0.3 | 22.5 | 2.9 | 31.2 | 1.2 | -3.3 | 0.9
Cc1cccc2c(=O)n3c(cc12)-c1[nH]c2ccccc2c1CC3 | -5.3 | -2.5 | 0.8 | -0.2 | -4.5 | 1.1 | 12.1 | 4.0 | 7.1 | 7.6
Cc1c(C(=O)NC2CCCCC2)oc2c1C(=O)CC(C)(C)C2 | 2.4 | -1.4 | 0.6 | 0.1 | -0.8 | 2.7 | -3.9 | 2.2 | -7.9 | -1.1
CCc1ccc(N2CCN(C(=O)N3CCOCC3)CC2)cc1 | -12.6 | -0.1 | 0.1 | -0.2 | 0.4 | 0.7 | -7.2 | 2.0 | -4.0 | 0.4
C/C(Cn1nnc([N+](=O)[O-])n1)=N\NC(=O)c1ccc(Cl)c(Cl)c1 | 4.2 | 4.0 | 2.5 | -0.6 | 0.5 | 0.5 | -10.5 | -32.2 | -12.2 | -1.1
O=C(CCCCC(=O)OC1CCCCC1)OC1CCCCC1 | -13.8 | -10.4 | 0.3 | -0.4 | 5.3 | 2.8 | -1.1 | -1.0 | 9.7 | 1.3
O=C(Cc1c(C(=O)O)[nH]c2ccccc12)NCCN1CCN(c2cccc(Cl)c2)CC1 | -2.8 | -2.8 | 2.3 | -1.0 | -2.5 | 0.4 | -3.1 | 7.5 | -15.5 | -1.3
O=C(O)C1C2CC3OC(=O)C1C3C2 (stereo not drawn) | 1.1 | -3.1 | 0.0 | -0.3 | 4.0 | 1.3 | -5.0 | 2.4 | 2.4 | -1.2
O=C(O)c1cccc(N2CCCC2)c1 | -11.8 | -3.5 | 0.7 | -0.3 | 4.9 | -0.9 | 8.1 | 5.2 | -7.5 | 0.8
CCOc1ccc(NC(=O)CN2CCN(c3ccc(F)cc3)CC2)cc1S(=O)(=O)N1CCCC1 | -13.5 | 1.0 | -0.2 | -0.4 | 0.8 | 0.2 | nt | 0.3 | -1.4 | -0.9

Compound activity deposited in PubChem BioAssay by several laboratories.
